# Compound activity: PubChem BioAssay, National Center for Advancing Translational Sciences (NCATS)
# Tau fibril FP: qHTS for Inhibitors of Tau Fibril Formation, Fluorescence Polarization. K18 P301L tau heparin fibrillization, Alexa594 FP, 6 h. 0.39% of 280,000 active. AID 1468, 2008. Potency, µM (titrated, usually from 57.7 µM), for inactives: at the highest dose activity, negative = inhibition, actives largely listed as inhibitors; note: nearly all actives have a fitted effect of over 55% in size
# Target sequence (P10636 561-689 P618L limits assumed): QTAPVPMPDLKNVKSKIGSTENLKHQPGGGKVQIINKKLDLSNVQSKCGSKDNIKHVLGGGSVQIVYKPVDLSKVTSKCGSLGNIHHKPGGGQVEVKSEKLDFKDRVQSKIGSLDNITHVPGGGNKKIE
#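 Recombinant K18 P301L […], labeled with Alexa 594 at 0.24 uM over 15 uM unlabeled; heparin inducer 20 uM final; 37 C, 6 hr; FP endpoint.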
# Tau fibril ThT: qHTS for Inhibitors of Tau Fibril Formation, Thioflavin T Binding. Microtubule-associated protein tau (Homo sapiens), P10636. recombinant tau K18 P301L, heparin-induced fibrillization, ThT fluorescence. Potency, µM (highest dose often 57.4 µM), for inactives: at the highest dose activity, negative = inhibition, hits mostly inhibitors. 2.1% of 270,000 active; note: nearly all actives have a fitted effect of over 55% in size
#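 Aggregation was driven by heparin (20 uM final) acting on recombinant tau […] bearing P301L in 100 mM sodium acetate pH 7; fibrils were detected with Thioflavin T.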
# Tau fluor cs: Counterscreen qHTS for Inhibitors of Tau Fibril Formation, Fluorescence Polarization | tau K18 P301L Alexa594 fluorescence, heparin fibrillization | Potency, µM (highest dose often 57.7 µM), inactives show top-dose activity change, negative = decrease | 0.93% of 280,000 active | AID 1463, 2008; note: nearly all actives have a fitted effect of over 55% in size
#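 Human tau K18 P301L (15 uM unlabeled, 0.24 uM Alexa 594-labeled) in 100 mM sodium acetate pH 7 with 20 uM heparin, 6 hr at 37 C. ThT 30 uM added, 1 hr ambient; Alexa 594 FP and total fluorescence read at 555/632 nm.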
# The depositor's hits bear a star; ? = inconclusive. Calls come from the whole dose curve; as a rule, active = well fitted curve in the direction sought with a large enough effect; inconclusive = small, poorly fitted or top-dose-only effect, or another doubt; inactive = no such curve, though single readings can be large; an effect the other way counts as inactive or inconclusive. % is set by controls: 0 for no effect and ±100 for the full control effect; potency is the fitted concentration of half-maximal effect. Some of the compounds tested; the hit share may differ from the screen's.
SMILES,Tau fibril FP,Tau fibril ThT,Tau fluor cs
CCS(=O)(=O)N1CCc2cc(C(=O)NCc3ccc(C)cc3)ccc21,-3%,7%,6%
CC(C)NC(=O)C1CCC(Cn2c(=O)c3sccc3n(CC(=O)Nc3ccccc3)c2=O)CC1 (stereo not drawn),-13%,8%,11%
Cc1ccc(NC(=O)N2CCN3CCCCC3C2)cc1C (stereo not drawn),6%,7%,3%
COc1ccc(S(=O)(=O)c2c(Nc3ccccc3F)sc(C(=O)c3cccc(OC)c3)c2N)cc1,?,6%,-20%
CC(C)OCCCNC(=O)c1c2c(nc3ccccc13)C(=O)N(C1CCCCC1)C2,0%,-6%,0%
COc1ccc(-c2nc3scc(CCNS(=O)(=O)c4c(C)cc(C)cc4C)n3n2)cc1OC,-6%,-15%,-26%
CC(C)(C)c1ccc(C(=O)N2CCC(c3nc4ccccc4o3)CC2)cc1,-8%,-15%,-11%
COc1ccccc1CCNC(=O)c1cccn1-c1nnc(N2CCCCC2)s1,-1%,7%,3%
COc1cccc(-c2cn3c(n2)sc2cc(C(=O)NC4CCCCC4)ccc23)c1,-6%,14%,15%
CCn1cc2nc(SCc3cccc(C(F)(F)F)c3)n(CCc3ccccc3)c(=O)c2n1,6%,-13%,-9%
CCN(Cc1ccccc1)C(=O)Cn1c(=O)n(-c2cccc(C)c2)c(=O)c2c1c1cc(C)ccc1n2C,-2%,5%,-2%
CCCCNC(=O)c1ccc2c(c1)NC(=O)C(CS(=O)(=O)Cc1ccc(F)cc1Cl)N2 (stereo not drawn),?,?,-12%
Cc1cc(C)c(NC(=O)C(C)n2c(=O)cc(C)c3c(C)nn(-c4ccccc4)c32)c(C)c1 (stereo not drawn),0%,8%,8%
Cc1nnc(N2CCN(C(=O)NCCC(C)C)CC2)c2nn(-c3ccc(Cl)cc3)c(C)c12,-1%,-1%,4%
Cc1ccc2nc(N(Cc3cccnc3)C(=O)CCOc3ccccc3)sc2c1,?,-2%,-6%
Cc1ccc(CCNC(=O)c2ccc(CSCc3ccccc3C)o2)cc1,-1%,-16%,-10%
CSc1cccc(NC(=O)Cn2c3ncccc3c(=O)n2-c2ccc(C)cc2)c1,?,2%,?
Cc1ccc(CN2CCN(C3CCN(C(=O)Nc4ccccc4C(F)(F)F)CC3)C(=O)C2=O)cc1,-18%,8%,4%
Cc1ccc(Cl)cc1NC(=O)c1cc2c(=O)n3cccc(C)c3nc2n1C,-4%,12%,9%
CCOc1ccc(-c2cc3c(=O)n(CC(=O)NCc4ccc(C)cc4)ccn3n2)cc1,6%,-2%,9%
CC(=O)Nc1cccc(NC(=O)Cc2csc(COc3cccc(C)c3)n2)c1,-3%,-11%,-17%
Cc1cccc(Cn2c(CN3CCC(C(=O)NCc4ccccc4Cl)CC3)cc3ccccc32)c1,-7%,4%,-1%
COc1ccc(CNC(=O)CN2C(=O)c3cccnc3Oc3ccc(C)cc32)cc1,-7%,2%,1%
O=C(NCCSCc1ccccc1)C1CCN(S(=O)(=O)Cc2ccccc2)CC1,7%,?,-15%
COc1ccc(CNC(=O)c2cc3c(=O)n(Cc4cccnc4)ccc3nc2C)cc1,-15%,-1%,-4%

# New compounds follow.
SMILES,Tau fibril FP,Tau fibril ThT,Tau fluor cs
COc1ccccc1OCC(=O)N1CCC(c2nc3ccccc3o2)CC1,-4%,-5%,-12%
COc1ccc(NC(=O)CSc2nnc(-c3nonc3NC(C)=O)n2-c2ccccc2)cc1,12%,1%,-20%
CSc1ccc(CNC(=O)c2ccccc2NC(=O)c2nsc3ccccc23)cc1,?,11%,-9%
O=C(Nc1ccc2nc(SCC(=O)N3CCCC3)sc2c1)c1ccccc1,-12%,-9%,-5%
COc1ccc(-c2cn3c(n2)sc2cc(C(=O)NCC(C)c4ccccc4)ccc23)cc1 (stereo not drawn),5%,-9%,-10%
O=C(Nc1ccc2nc(SCC(=O)N3CCCC3)sc2c1)c1cccc(F)c1,-10%,-3%,?
CC1CCCN(c2ncnc3c2cnn3-c2ccc(F)cc2)C1 (stereo not drawn),4%,-10%,-12%
COc1ccc(CNC(=O)Cn2c(SCC(=O)Nc3ccc(OC)cc3)nc3ccccc32)cc1,-5%,-4%,-14%
Cn1nnc2c(NCc3ccc(Cl)cc3)ncnc21,-2%,-3%,2%
O=C(NCCc1ccc(F)cc1)C(=O)NCC(c1cccs1)S(=O)(=O)c1ccc(Cl)cc1 (stereo not drawn),-8%,-6%,-23%
Cc1ccc(CNS(=O)(=O)c2ccc(-c3cnc(C4CC4)o3)cc2)cc1,-4%,-4%,-14%
COc1ccc(S(=O)(=O)NCC(c2ccco2)S(=O)(=O)c2cccs2)cc1OC (stereo not drawn),?,1%,-4%
Cc1nn(C)c2c1c(C(F)(F)F)cc(=O)n2Cc1cccc(Br)c1,-10%,-12%,-13%
CCc1ccccc1NC(=O)c1ncoc1-c1ccco1,4%,-11%,-9%
Cc1c(C(=O)NCc2cccc(Cl)c2)sc2nc3n(c(=O)c12)CCCC3,0%,-15%,-6%
CCc1cccc(-n2nnc(-c3nc(-c4ccc5c(c4)OCO5)no3)c2C)c1,-12%,?,-23%
Cc1ccc(CNC(=O)c2ccc(CSCc3ccc(Cl)cc3)o2)cc1,-1%,-14%,-11%
NC(=O)c1cc(S(=O)(=O)N2CCN(c3cccc(C(F)(F)F)c3)CC2)cs1,-7%,0%,1%
CCc1ccccc1NC(=O)c1ccc(F)c(S(=O)(=O)N2CCN(c3cccc(Cl)c3)CC2)c1,-2%,5%,-6%
O=C(Nc1ccc(F)cc1)c1ccc2c(=O)n3c(nc2c1)CCCCC3,-7%,2%,-7%
CC(C)(C)C1CCc2c(sc3nc(-c4cc5cc(Cl)ccc5oc4=O)[nH]c(=O)c23)C1 (stereo not drawn),-7%,-7%,2%
CCCCC(CC)CNC(=O)CN1C(=O)CSc2ccc(S(=O)(=O)N3CCOCC3)cc21 (stereo not drawn),-1%,11%,-2%
Cc1ccc2c(c1)N(C(=O)CCC(=O)Nc1ccc(F)cc1F)CC(C)O2 (stereo not drawn),-14%,-2%,-1%
CC(NC(=O)Cc1ccc(NC(=O)N2CCSc3ncccc32)cc1)c1ccccc1 (stereo not drawn),-4%,-3%,-6%
COc1ccc(-c2cc(C)no2)cc1S(=O)(=O)N1CC(C)Oc2ccccc21 (stereo not drawn),?,-5%,?

# (listing goes on)
SMILES,Tau fibril FP,Tau fibril ThT,Tau fluor cs
CCOC(=O)c1cc(C)n(CC2CCC(C(=O)Nc3cccc(C(C)=O)c3)CC2)c1C (stereo not drawn),3%,-12%,?
Cc1ccc(NS(=O)(=O)c2cnc(N)nc2)c(C)c1,2%,1%,2%
COC(=O)c1cc(S(=O)(=O)N2CCN(c3cc(Cl)ccc3C)CC2)c[nH]1,?,8%,?
COC(=O)c1ccc(NC(=O)CCc2c(C)nn(-c3ccc(N4CCCC4)nn3)c2C)cc1,-6%,?,-12%
Cc1nc(-c2ccccc2)sc1-c1ccc(SCC(=O)NCc2ccc(F)cc2)nn1,-3%,4%,-5%
COc1ccccc1NC(=O)Cn1c(=O)n(Cc2ccco2)c(=O)c2oc3ccccc3c21,?,18%,4%
COc1ccc(N2CC(NC(=O)/C=C\c3ccc(OC)c(OC)c3)CC2=O)cc1 (stereo not drawn),?,-4%,-6%
O=C(NCc1ccccc1F)C(=O)NCC(c1cccs1)S(=O)(=O)c1cccs1 (stereo not drawn),-5%,-15%,-20%
Cc1cccc(NS(=O)(=O)c2ccc(NC(=O)N3CCCC3)cc2)c1,4%,-8%,-18%
COc1ccc(-c2cn3c(n2)sc2cc(C(=O)NCCCN4CCCCCC4)ccc23)cc1,2%,-7%,-6%
CC1=C(C(=O)Nc2ccccc2C)C(c2ccc[nH]2)n2ncnc2N1 (stereo not drawn),-6%,-15%,-16%
CCc1ccc(NC(=O)CSc2nc(-c3cccc(OC)c3)nc3c2Cc2c(CO)cnc(C)c2O3)cc1,3%,5%,-4%
Cc1cccc(-c2nc(SCCCOc3cc(C)c(Cl)c(C)c3)n3[nH]c(=O)cc3n2)c1,-2%,-11%,-6%
O=C(NC1CC(=O)N(c2cccc(F)c2)C1)c1ccc(S(=O)(=O)N2CCOCC2)cc1 (stereo not drawn),-7%,-9%,-4%
CC(C)CN(CCCNC(=O)CN1C(=O)COc2ccc(S(=O)(=O)N3CCCCCC3)cc21)CC(C)C,1%,6%,-10%
CCc1ccc(NC(=O)CSc2nc3c(c(=O)[nH]2)CN(Cc2ccc4c(c2)OCO4)CC3)cc1,13%,-8%,-17%
CCc1ccc(CNC(=O)c2ccc3c(c2)nc2n3CCC(C)C2)cc1 (stereo not drawn),11%,0%,10%
COC(=O)CSc1nc2c(cnn2-c2ccc(F)cc2)c(=O)[nH]1,12%,-3%,4%
Cc1ccc(Cn2cc(S(=O)(=O)c3cccc(Cl)c3)c(=O)c3cc(F)c(N4CCOCC4)cc32)cc1,5%,-4%,-8%
CC1=C(C(N)=O)C(c2cccc(C)c2)n2nc(-c3ccc(Cl)cc3)nc2N1 (stereo not drawn),-10%,?,-27%
COc1ccc(-c2ccc(=O)n(CC(=O)Nc3ccc(OC)c(OC)c3)n2)cc1,-4%,-14%,-24%
Cc1cccc(-c2nc(CCNC(=O)c3ccccc3Br)cs2)c1,4%,-13%,-12%
Cc1cccc(C(=O)Nc2cccc(C(=O)OCc3cc(=O)n4c5c(sc4n3)CCCC5)c2)c1,-11%,?,-14%
CCc1ccc(N2CCn3c2nc2c3c(=O)n(Cc3ccc(F)cc3)c(=O)n2C)cc1,-3%,-15%,-19%
CCOc1ccccc1CNC(=O)C1CCN(S(=O)(=O)c2c(C)noc2/C=C/c2ccccc2F)CC1,-2%,11%,-15%

# Remaining list, next part
SMILES,Tau fibril FP,Tau fibril ThT,Tau fluor cs
Cc1ccc(S(=O)(=O)Nc2ccc3nc(-c4ccc(F)cc4)oc3c2)cc1,?,9%,?
CC(=O)c1cccc(NC(=O)CN2C(=O)CCc3cc(S(=O)(=O)N4CCCCC4)ccc32)c1,-11%,5%,-12%
O=c1c(N2CCCCC2)csc2ccc(F)cc12,-3%,?,-5%
COc1ccc(S(=O)(=O)c2cn(C)c3cc(N4CCCCCC4)c(F)cc3c2=O)cc1,5%,1%,-6%
COc1ccc(CNC(=O)c2ccc(CS(=O)(=O)c3ccc(Br)cc3)o2)cc1,-5%,-5%,-10%
CC(C)C(=O)Nc1nnc(S(=O)(=O)N2c3ccccc3CC2C)s1 (stereo not drawn),7%,?,-27%
CCOC(=O)c1ccc(NC(=O)C2CCCN(c3ncnc4onc(C)c34)C2)cc1 (stereo not drawn),-11%,-1%,-9%
CCOC(=O)c1c(C)oc2nc(C)nc(NCc3ccc(F)cc3)c12,0%,-12%,-15%
Cc1ccc(C)c(N2CCN(C(=O)Cc3c(C(=O)O)c(C)cn3C)CC2)c1,6%,-1%,2%
CCOc1ccccc1NC(=O)CN1c2ccccc2S(=O)(=O)c2ccccc21,-16%,-6%,-23%
Cn1nccc1C(=O)NCc1ccc2c(c1)CCN2C(=O)c1ccccc1,0%,-1%,-6%
COC(=O)c1ccc(NC(=O)n2ncc3c(C)cccc32)cc1,-2%,4%,5%
COC(=O)c1ccccc1NC(=O)N1CCC(N2CCN(Cc3ccc(F)cc3)C(=O)C2=O)CC1,9%,2%,4%
Cc1ccc(-n2c(=O)c3cccnc3n2CC(=O)Nc2cc(Cl)ccc2C)cc1,5%,-13%,?
CCc1ccc(NC(=O)Cn2nc3c4ccccc4n(Cc4ccccc4)cc-3c2=O)cc1,-8%,?,-14%

# Part of the list above in order of SMILES length, largest number first:
SMILES,Tau fibril FP,Tau fibril ThT,Tau fluor cs
CC(=O)c1cccc(NC(=O)CN2C(=O)CCc3cc(S(=O)(=O)N4CCCCC4)ccc32)c1,-11%,5%,-12%
COC(=O)c1ccccc1NC(=O)N1CCC(N2CCN(Cc3ccc(F)cc3)C(=O)C2=O)CC1,9%,2%,4%
COc1ccc(S(=O)(=O)c2cn(C)c3cc(N4CCCCCC4)c(F)cc3c2=O)cc1,5%,1%,-6%
CC(C)C(=O)Nc1nnc(S(=O)(=O)N2c3ccccc3CC2C)s1 (stereo not drawn),7%,?,-27%
CCOC(=O)c1c(C)oc2nc(C)nc(NCc3ccc(F)cc3)c12,0%,-12%,-15%

# Random excerpt: five compounds from above
SMILES,Tau fibril FP,Tau fibril ThT,Tau fluor cs
CCOC(=O)c1c(C)oc2nc(C)nc(NCc3ccc(F)cc3)c12,0%,-12%,-15%
CC(C)C(=O)Nc1nnc(S(=O)(=O)N2c3ccccc3CC2C)s1 (stereo not drawn),7%,?,-27%
O=c1c(N2CCCCC2)csc2ccc(F)cc12,-3%,?,-5%
Cc1ccc(-n2c(=O)c3cccnc3n2CC(=O)Nc2cc(Cl)ccc2C)cc1,5%,-13%,?
COC(=O)c1ccccc1NC(=O)N1CCC(N2CCN(Cc3ccc(F)cc3)C(=O)C2=O)CC1,9%,2%,4%
